Screens: PubChem, The Scripps Research Institute Molecular Screening Center
PME-1 Maybr inh = inhibitors of human PME-1 in Maybridge library; recombinant PME-1, FP-Rh probe fluorescence polarization; inhibition, % at 9 µM; 16,000 tested, 0.5% active; AID 2291; in the data active = inhibition above about 30%
OPRK1 antag MB = antagonists of human kappa opioid receptor OPRK1, Maybridge library; P41145; OPRK1 cells, antagonist mode, fluorescence readout; inhibition, % at 9 µM; 16,000 tested, 0.4% active; AID 652031; in the data active = inhibition above about 50%
Target sequence (P41145 whole entry, looked up): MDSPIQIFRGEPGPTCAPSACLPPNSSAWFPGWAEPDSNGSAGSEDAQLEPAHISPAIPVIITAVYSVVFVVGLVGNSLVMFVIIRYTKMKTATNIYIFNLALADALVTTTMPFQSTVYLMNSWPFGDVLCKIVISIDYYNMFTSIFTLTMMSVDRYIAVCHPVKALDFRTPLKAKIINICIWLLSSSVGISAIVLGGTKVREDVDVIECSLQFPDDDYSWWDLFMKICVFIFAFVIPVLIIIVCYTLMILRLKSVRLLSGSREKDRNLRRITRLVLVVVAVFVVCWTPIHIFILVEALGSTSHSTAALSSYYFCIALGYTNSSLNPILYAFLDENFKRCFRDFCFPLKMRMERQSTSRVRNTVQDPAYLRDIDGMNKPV
NOTCH agonist = activates NOTCH signaling in reporter cells; NOTCH signaling luciferase reporter cells, luminescence; activation, % at 2.5 µM; 15,000 tested, 0.4% active; AID 434982; in the data active = activation above about 2.2%
TLR4 MyD88 blk = inhibitors of human TLR4-MyD88 binding; Cell-based TLR4-MyD88 binding inhibition assay; inhibition, % at 10 µM; 16,000 tested, 0.06% active; O00206; in the data active = inhibition above about 45%
S1P1 agonist = S1P1 (human) receptor agonism. 16,000 tested, 1.5% active. P21453. activation, % at 4.5 µM. S1P1 agonist cell-based reporter assay; in the data active = activation above about 80%
luminol inh ctr = counter-screen for Nox1 inhibitors: inhibitors of luminol chemiluminescence. HRP/luminol/H2O2 chemiluminescence counterscreen. inhibition, % at 6.7 µM. 16,000 tested, 0.4% active; also: reference of the scale not given here
rat GALR2 agon = activates the rat galanin receptor 2; O08726; cell-based GALR2 agonist screen; activation, % at 10 µM; 16,000 tested, 0.5% active; AID 833; in the data active = activation above about 15%
Target sequence (O08726 whole entry, looked up): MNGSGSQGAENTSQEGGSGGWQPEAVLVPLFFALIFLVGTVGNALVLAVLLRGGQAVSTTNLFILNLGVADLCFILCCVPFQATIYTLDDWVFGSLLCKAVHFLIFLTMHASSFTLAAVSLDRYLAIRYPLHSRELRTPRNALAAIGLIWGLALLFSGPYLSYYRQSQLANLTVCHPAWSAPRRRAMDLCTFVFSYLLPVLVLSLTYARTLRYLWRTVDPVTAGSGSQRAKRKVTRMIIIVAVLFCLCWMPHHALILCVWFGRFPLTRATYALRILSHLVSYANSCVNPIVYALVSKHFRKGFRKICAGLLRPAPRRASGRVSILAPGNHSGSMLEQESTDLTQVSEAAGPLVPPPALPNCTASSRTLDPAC
Nox1 inh = human Nox1 inhibition. Q9Y5S8. HT29 cells, luminol chemiluminescence ROS. inhibition, % at 6.7 µM. 16,000 tested, 0.81% active. AID 1792
* hit, by the source's call; . = no result given. Rule as the data show it, unless noted: active = inhibition above about 75%; inactive = the rest.

SMILES	PME-1 Maybr inh	OPRK1 antag MB	NOTCH agonist	TLR4 MyD88 blk	S1P1 agonist	luminol inh ctr	rat GALR2 agon	Nox1 inh
CCOC(=O)c1nc(CS(=O)(=O)c2ccc(Cl)cc2)no1	-6	-1	-0.5	-4	4	3	-6	-52
CC1=NOC(=O)/C1=C\c1ccccc1	4	12	-0.9	10	4	3	0	25
COc1ccc(-c2nc(C(C)=O)cs2)cc1[N+](=O)[O-]	1	-7	.	-9	13	-6	-5	-7
O=S(=O)(Oc1cccc(N2CCOCC2)c1)c1ccc(Cl)cc1	10	29	0.2	6	7	1	-3	-32
O=C(NCC1CCCO1)c1cccc2c1OCCCO2 (stereo unspecified)	1	-6	.	-9	-28	-4	-7	-12
Cc1cc(NC(=O)c2cnc3ccccc3n2)on1	4	16	0.0	9	-3	-1	-5	-29
O=C(NNC(=O)c1cc(OCC(F)(F)F)ccc1OCC(F)(F)F)c1ccco1	-5	-1	-0.7	8	-1	3	-6	-71
O=[N+]([O-])c1ccc(N2CCN(S(=O)(=O)c3ccc(F)c(Cl)c3)CC2)nc1	2	-6	-0.1	-1	1	-3	-6	-6
Cn1c(SCC(=O)NNC(=S)Nc2ccccc2)nnc1-c1ccncc1	0	-19	0.1	1	1	15	-2	-13
NC(=O)C1CCN(C(=O)/C=C/C(=O)O)CC1	5	-3	0.1	9	9	0	-2	-29
FC(F)(F)c1ccc(N2CCN(Cn3nnc4ccccc43)CC2)nc1	-2	8	-0.1	2	5	3	-3	-49
FC(F)(F)c1cccc(CSC(=S)NC2CC2)c1	1	14	-0.9	0	16	4	-12	-16
Cc1cc(=O)n2cn[nH]c2n1	2	7	-4.9	-2	-1	-4	-6	2
O=C(O)c1cc2cc([N+](=O)[O-])ccc2s1	2	3	-0.5	0	-7	0	-7	-96
NC1=NNC(=O)/C1=C\c1cc([N+](=O)[O-])ccc1N1CCOCC1	5	11	0.0	-9	-3	-3	25*	-30
O=C(Nc1ccc(F)cc1F)c1nccnc1Oc1cccc(C(F)(F)F)c1	6	-14	-0.3	4	7	-5	0	17
CN(C)c1scc(-c2ccccc2)c1C#N	5	-19	.	-12	9	2	-11	-38
CCCSc1nnc(N)s1	-2	15	0.6	3	4	3	-8	-54
O=C1NN=C(c2ccccc2)/C1=C1\OC(c2ccccc2)=CS1	-4	12	-0.5	-12	-17	3	-4	-7
COc1ccc(CCNC(=O)C(Sc2ccccc2N)c2ccccc2)cc1OC (stereo unspecified)	6	-11	-0.3	6	10	-1	-8	-19
O=C(O)C1CC2C=CCC(C1)C2=O (stereo unspecified)	8	1	1.1	-11	-5	-8	-9	-8
Cc1nn(Cc2nc(-c3cccc([N+](=O)[O-])c3)cs2)c(C)c1Br	9	1	-0.2	-5	18	3	-13	-5
O=C(COC(=O)c1ccccc1NC(=O)c1ccc(Cl)cc1)c1ccccc1	-2	-8	0.1	3	0	-1	-5	12
COc1cscc1C(=O)NC(=O)Nc1ccc(F)cc1F	1	-4	-0.6	-8	-4	1	-9	-24
OCCNC(=S)NC1CCCC1	2	8	-0.6	-1	-12	2	-5	0
SMILES	PME-1 Maybr inh	OPRK1 antag MB	NOTCH agonist	TLR4 MyD88 blk	S1P1 agonist	luminol inh ctr	rat GALR2 agon	Nox1 inh
CCCn1c(=O)c(/C(N)=N/O)nn(-c2ccccc2)c1=O	3	-24	-0.5	-9	-8	-3	-5	10
O=C(O)COCC(=O)Nc1cnccn1	1	10	-0.3	-4	-7	-5	-7	-7
CCCSc1ncccc1C(=O)Nc1cccc2nonc12	-2	-35	-0.2	5	-1	-1	-7	-61
Cc1c(-c2ccnn2C(=O)c2cccs2)cnn1-c1ccccc1	19	13	-0.9	-21	5	-4	-4	23
CSc1nc(C)nc(Sc2cccc(C(F)(F)F)c2)c1C#N	-5	-6	-1.3	-2	15	3	-14	-31
O=C(O)CC(CC(=O)Nc1cc(C(F)(F)F)ccc1N1CCOCC1)c1ccccc1 (stereo unspecified)	7	14	-0.1	-2	-13	-10	-5	-20
O=C(Nc1ccc2c(c1)OCCO2)N1C=CC(C(F)(F)F)=NCC1	4	7	-0.2	-5	-3	-6	-8	-6
CCOC(=O)c1cncc(C#CCOC(=O)c2ccc(Cl)cc2)c1	-4	-4	-1.0	-2	-1	4	-5	-57
COC(=O)Cn1nnnc1-c1ccc(Cl)cc1	8	13	-0.3	0	20	-48	-3	-38
Cc1ncc(CSc2nc3ccc(C(F)(F)F)cc3[nH]2)c(CO)c1O	6	1	-0.1	-5	2	88*	-4	4
O=C(c1cnc2ccccn12)C(F)(F)SCc1c(Cl)cccc1Cl	-5	-6	-0.5	-13	58	-5	-3	23
Cc1ccc(C(=O)Oc2cccc3cccnc23)cc1	8	-18	-0.6	1	-5	-1	-8	-3
CC(C)(C)c1cccc(NC(=S)N2CCSCC2)c1	3	0	-0.8	.	-2	3	-6	-60
O=C(Cn1c(-c2ccccc2)cc(=O)n2ncnc12)N/N=C/c1ccc2c(c1)OCO2	-30	-13	-0.1	4	2	-2	4	-44
CNc1ccc(CC(NC(=O)C(CC(C)C)NC(=O)OC(C)(C)C)C(=O)OCc2ccccc2)cc1 (stereo unspecified)	1	-17	-0.7	-10	1	-4	-5	-32
O=C(O)c1c(-c2cccs2)nnc2ccccc12	1	10	-0.6	-14	-3	-3	-6	-8
O=C(NC1Cc2ccccc2C1)c1cncc(Br)c1	-4	-17	-0.7	-1	33	2	-7	-60
Cn1c(SCC(=O)N=S(C)(=O)c2ccc(Cl)cc2)nnc1C(F)(F)F (stereo unspecified)	-2	-9	0.0	-8	-5	-4	-3	-3
N#Cc1cccc(N=C(N)N=C(N)N)c1	-2	-1	-0.1	-4	4	1	-7	-12
CNC(=S)N1CCN(c2ccccc2OC)CC1	-4	6	-0.2	-10	-13	2	-3	-27
COc1cccc2c1c(NC(=O)c1cc3ccccc3s1)nn2C	1	-6	0.2	0	9	1	6	-18
CCOC(=O)c1c(C)[nH]n2c(-c3cccnc3)nnc12	1	6	-0.7	-5	-2	-3	-5	-22
Clc1ccc2nonc2c1	3	1	-0.2	4	-12	2	-6	-50
O=C1NN=C2C3CCC4CC12CC1(C3)C(=O)NN=C41	7	38	-0.4	2	10	-4	-1	7
C=CCn1c(-c2cnn(-c3ccccc3)c2N)n[nH]c1=S	1	-1	-0.4	-2	-13	-2	-7	-2

Reformatted bar-delimited: five of the compounds above.
Molecule | PME-1 Maybr inh | OPRK1 antag MB | NOTCH agonist | TLR4 MyD88 blk | S1P1 agonist | luminol inh ctr | rat GALR2 agon | Nox1 inh
COc1cccc2c1c(NC(=O)c1cc3ccccc3s1)nn2C | 1 | -6 | 0.2 | 0 | 9 | 1 | 6 | -18
CCOC(=O)c1nc(CS(=O)(=O)c2ccc(Cl)cc2)no1 | -6 | -1 | -0.5 | -4 | 4 | 3 | -6 | -52
O=C(Cn1c(-c2ccccc2)cc(=O)n2ncnc12)N/N=C/c1ccc2c(c1)OCO2 | -30 | -13 | -0.1 | 4 | 2 | -2 | 4 | -44
CCCSc1nnc(N)s1 | -2 | 15 | 0.6 | 3 | 4 | 3 | -8 | -54
O=C1NN=C2C3CCC4CC12CC1(C3)C(=O)NN=C41 | 7 | 38 | -0.4 | 2 | 10 | -4 | -1 | 7

Some entries already given, showing only S1P1 agonist.
mol,S1P1 agonist
CCCSc1ncccc1C(=O)Nc1cccc2nonc12,-1
Cc1c(-c2ccnn2C(=O)c2cccs2)cnn1-c1ccccc1,5
O=C(O)c1c(-c2cccs2)nnc2ccccc12,-3

A different layout for 3 compounds above.
SMILES | PME-1 Maybr inh | OPRK1 antag MB | NOTCH agonist | TLR4 MyD88 blk | S1P1 agonist | luminol inh ctr | rat GALR2 agon | Nox1 inh
CC(C)(C)c1cccc(NC(=S)N2CCSCC2)c1 | 3 | 0 | -0.8 | . | -2 | 3 | -6 | -60
O=C(O)COCC(=O)Nc1cnccn1 | 1 | 10 | -0.3 | -4 | -7 | -5 | -7 | -7
CCOC(=O)c1cncc(C#CCOC(=O)c2ccc(Cl)cc2)c1 | -4 | -4 | -1.0 | -2 | -1 | 4 | -5 | -57

Further entries.
SMILES	PME-1 Maybr inh	OPRK1 antag MB	NOTCH agonist	TLR4 MyD88 blk	S1P1 agonist	luminol inh ctr	rat GALR2 agon	Nox1 inh
O=C(OCc1ccc(Cl)cc1Cl)c1ccc([N+](=O)[O-])cc1	2	4	-0.4	1	0	4	-5	-38
Cc1c(C(=O)NCCNc2ccc(C(F)(F)F)cc2[N+](=O)[O-])cnn1-c1ccc(F)cc1	4	0	0.0	-2	-11	3	-6	-18
CC(=O)c1c(OCc2ccccc2)ccc(C(C)(C)C)c1O	-5	7	-0.3	-5	-8	2	-4	-50
O=[N+]([O-])c1ccc(NS(=O)(=O)c2ccc(Cl)cc2)c(Cl)c1	11	1	1.2	3	79	-7	-11	35
N#Cc1ccc(OCOc2ccc(C#N)cc2)cc1	2	-9	-0.4	2	2	-2	-6	-32
Cc1cc(Cl)cc2c1C(=O)/C(=C\c1ccccc1O)S2	1	17	-0.1	-3	-3	-1	-8	31
CC(C)Sc1c(Cl)cccc1[N+](=O)[O-]	7	1	-0.2	8	1	-7	-4	-1
O=S(=O)(C1=CC23CCCC2(C=C(S(=O)(=O)c2ccc(Cl)cc2)C3)C1)c1ccc(Cl)cc1 (stereo unspecified)	-2	-23	-0.4	-2	0	1	-5	-54
COc1cc2c(cc1OC)C1c3ccccc3NC(=O)CN1CC2 (stereo unspecified)	2	-18	-0.3	2	1	-2	-5	-52
O=C(Nc1ccccc1[N+](=O)[O-])c1ccccc1O	-1	-4	-0.1	5	0	6	-4	-26
CC(=O)c1sc(N2CCOCC2)nc1C	-1	13	0.1	4	-22	-1	-2	-22
COC(=O)C1=C(N)CCS1	-3	1	-0.3	8	7	4	-8	-23
Cc1nc(N)[nH]c(=O)c1Cc1c(Cl)cccc1Cl	4	3	-0.1	-5	11	-1	1	-10
CN(C(=O)Nc1ccccc1)n1cnc2ccsc2c1=O	-4	4	-0.6	-1	17	3	-8	-15
CN(C)/C=C/C(=O)C12CC3CC(CC(C3)C1)C2	5	4	-0.4	-11	-6	-4	-8	-1
Cc1cc(-c2nc(C)c(-c3nnc(SCC(=O)Nc4ccc(C(C)C)cc4)n3C)s2)no1	0	-3	-0.1	2	-3	-2	-2	16
Cc1cccc(-c2noc(C(=O)NNC(=O)C(Cl)(Cl)Cl)n2)c1	5	8	-0.4	9	6	-2	-7	3
CC(C)(C)c1ccc(/C(N)=N/C(=O)N2CCOCC2)cc1	-6	20	-0.7	11	2	7	1	-80
Cc1cc(CNC(=O)CN2C(=O)c3ccccc3C2=O)no1	-2	3	-0.1	1	1	3	0	-69
COc1ccc(CCNC(=S)Nc2ccc(Cl)cc2Cl)cc1OC	5	-14	-0.3	-2	2	3	-6	-7
O=[N+]([O-])c1cccnc1NCCc1ccncc1	-2	3	0.0	-14	-8	5	-5	-14
CC(=O)CSC(=O)c1c(-c2c(Cl)cccc2Cl)noc1C	7	15	-0.6	2	54	-6	-6	-11
CCOC(=O)Cn1c(=O)c(C(=O)NC(=O)OCC)cn(Cc2ccccn2)c1=O	-2	-5	-0.7	1	11	5	-6	-24
CCCNC(=O)Nc1ccc(N2CCC(C(F)(F)F)CC2)nc1	3	7	-0.1	3	7	26	-6	-28
